hIAP inh = blocks human intestinal alkaline phosphatase. P09923. purified IAP, CDP-Star luminescence, 30 min. 330,000 compounds, 0.12% hits. inhibition, % at 10 µM. AID 2544;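 active means inhibition reaching a set limit with compound at 10 µM in the primary screen, cut at about 35% in these data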;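 further: plate controls were DMSO wells with enzyme for no effect and no-enzyme buffer wells for full effect; values of inactives mirror those of a sister screen read the other way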
Target sequence (P09923 whole entry, looked up): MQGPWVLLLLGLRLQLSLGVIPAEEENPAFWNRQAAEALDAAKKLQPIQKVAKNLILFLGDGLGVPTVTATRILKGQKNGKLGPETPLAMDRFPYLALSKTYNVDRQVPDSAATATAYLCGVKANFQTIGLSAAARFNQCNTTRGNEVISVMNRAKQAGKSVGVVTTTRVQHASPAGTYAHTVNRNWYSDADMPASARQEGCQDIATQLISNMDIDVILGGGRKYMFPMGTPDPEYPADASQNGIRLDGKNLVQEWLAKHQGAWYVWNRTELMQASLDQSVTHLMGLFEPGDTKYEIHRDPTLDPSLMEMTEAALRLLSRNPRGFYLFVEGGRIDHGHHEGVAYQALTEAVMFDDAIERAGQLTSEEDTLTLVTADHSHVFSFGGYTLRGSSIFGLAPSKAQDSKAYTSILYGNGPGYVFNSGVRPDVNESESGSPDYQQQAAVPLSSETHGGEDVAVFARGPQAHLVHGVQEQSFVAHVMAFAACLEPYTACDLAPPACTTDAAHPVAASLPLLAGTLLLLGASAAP
TIM10 inh = TIM10 yeast growth inhibition; S. cerevisiae TIM10 strain growth, BacTiter-Glo luminescence, 24 h; AID 463195; 330,000 compounds, 1.4% hits; inhibition, % at 10 µM;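 active means inhibition of 40% or more at the single tested concentration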;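 further: wild-type TIM10 isogenic control strain grown at permissive 25 °C; 0% = DMSO yeast wells and 100% = minimal medium wells without yeast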
NALP3 yeast inh = inhibitors of NALP3 inflammasome in yeast; AID 2825; inhibition, % at 10 µM; Yeast reconstituted NLRP3/ASC/caspase-1, beta-gal luminescence, 24 h; 330,000 compounds, 0.39% hits;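 active means inhibition of 50% or more; inactive means inhibition below 50%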;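 further: plate controls were induced DMSO wells for no effect and uninduced yeast grown without galactose for full effect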
hIAP act = increases human intestinal alkaline phosphatase activity. activation factor at 10 µM. 330,000 compounds, 0.16% hits. AID 2524. purified human IAP, CDP-Star luminescence, 30 min; active compounds read high; 1 = vehicle-only enzyme, 0 = enzyme-free background;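 active means activation factor of the enzyme at least 2-fold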; further: the source names both 10 and 20 µM as test concentration; values of inactives mirror those of a sister screen read the other way
mIAP activ = increases mouse intestinal alkaline phosphatase activity | muIAP, CDP-Star luminescence, 30 min; active compounds read high; 1 = vehicle-only enzyme signal, 0 = enzyme-free wells | activation factor at 10 µM | 330,000 compounds, 0.24% hits;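 active means activation factor of at least 2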; further: the source names both 10 and 20 µM as test concentration; values of inactives mirror those of a sister screen read the other way
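System: mouse IAP enzyme. Reagent: CDP-Star chemiluminescent phosphatase substrate. Benchmarks: DMSO wells, no-enzyme wells. Times: 30 min enzyme-substrate-compound incubation at room temperature. Detection: luminescence from enzymatic CDP-Star hydrolysis. Doses: test compounds delivered from DMSO solution.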
tim10-1 inh = inhibits growth of tim10-1 mutant yeast; S. cerevisiae tim10-1 ts strain growth, BacTiter-Glo, 24 h; 330,000 compounds, 2.2% hits; inhibition, % at 20 µM; AID 463190;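 active means inhibition of at least 40%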;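 further: mutant grown at 25 °C; 0% = DMSO wells with yeast and 100% = wells holding no yeast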
ATG4B inh = blocks human ATG4B protease cleavage of LC3 substrate. AID 504462. Q9Y4P1. inhibition, % at 8.33 µM. 340,000 compounds, 0.51% hits. ATG4B cleavage of LC3-PLA2, NBD-HPC fluorescence, 1 h; in the data active means inhibition above about 40%
Target sequence (Q9Y4P1 whole entry, looked up): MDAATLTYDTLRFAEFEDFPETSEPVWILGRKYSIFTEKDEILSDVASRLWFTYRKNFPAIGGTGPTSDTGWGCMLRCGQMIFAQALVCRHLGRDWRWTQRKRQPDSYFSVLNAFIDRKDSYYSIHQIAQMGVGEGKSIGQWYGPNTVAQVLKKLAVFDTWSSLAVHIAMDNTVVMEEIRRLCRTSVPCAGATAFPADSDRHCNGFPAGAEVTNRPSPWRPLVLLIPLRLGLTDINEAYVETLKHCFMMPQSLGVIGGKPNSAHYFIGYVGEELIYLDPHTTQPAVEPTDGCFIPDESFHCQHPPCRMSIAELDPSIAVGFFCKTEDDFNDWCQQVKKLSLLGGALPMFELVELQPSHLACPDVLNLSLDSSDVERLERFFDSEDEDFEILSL
mIAP inh = blocks mouse intestinal alkaline phosphatase; 330,000 compounds, 0.2% hits; inhibition, % at 10 µM; purified mouse IAP, CDP-Star luminescence, 30 min;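 active means inhibition of at least 40% at 10 µM in the primary screen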;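 further: plate controls were DMSO with enzyme for no effect and no enzyme wells for full effect; values of inactives mirror those of a sister screen read the other way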
Apaf-1 inh = human Apaf-1 inhibition | reconstituted apoptosome caspase-3 activity, DEVD-Rh110 fluorescence | 330,000 compounds, 0.71% hits | inhibition, % at 20 µM | O14727; active means inhibition of at least 40% at 20 µM;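 further: plate controls were DMSO wells for no effect and DEVD-CHO caspase inhibitor wells for full effect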
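Material: cell-free apoptosome with Apaf-1, procaspase-3 and caspase-9; Buffer or medium: Hepes pH 7.5 with detergent and BSA; Reagent: cytochrome c trigger plus (Z-DEVD)2-Rh110 caspase-3 substrate; Times: compound with Apaf-1, dATP, procaspase-3 30 min, then 50 min reaction, room temperature; Technique: Rh110 fluorescence intensity.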
The depositor's hits bear a star.

For COc1ccc(OC)c(N(CC(=O)NCCSC2CCCCC2)S(=O)(=O)c2ccccc2)c1 the results were hIAP inh -8, TIM10 inh 13, NALP3 yeast inh 8, hIAP act 1.1, mIAP activ 1, tim10-1 inh 22, ATG4B inh 5, mIAP inh -2 and Apaf-1 inh 13.
COc1ccc(N2CCN(C(=O)c3ccccc3N(C)S(=O)(=O)c3ccccc3)CC2)cc1 was read as hIAP inh 0, TIM10 inh 13, NALP3 yeast inh 2, hIAP act 1, mIAP activ 1, tim10-1 inh 18, ATG4B inh -9, mIAP inh -3 and Apaf-1 inh 8.
For C=CCOc1ccc(/C=C/C(=O)OCC(=O)NCc2cccc(OC)c2)cc1 the results were hIAP inh -7, TIM10 inh -1, NALP3 yeast inh 3, hIAP act 1.1, mIAP activ 1, tim10-1 inh 7, ATG4B inh 3, mIAP inh 0 and Apaf-1 inh 6.
Cc1sc2nc(SCC(=O)Nc3ccccc3F)[nH]c(=O)c2c1C was read as hIAP inh 3, TIM10 inh 3, NALP3 yeast inh -3, hIAP act 0.97, mIAP activ 0.99, tim10-1 inh -27, ATG4B inh -1, mIAP inh 1 and Apaf-1 inh 3.
COc1ccc(S(=O)(=O)N2CCC(C(=O)NCc3ccncc3)CC2)cc1 was read as hIAP inh -10, TIM10 inh 9, NALP3 yeast inh 1, hIAP act 1.1, mIAP activ 1, tim10-1 inh 6, ATG4B inh -6, mIAP inh 0 and Apaf-1 inh -11.
Screening O=C(NC1CCCC1)C(c1ccc(O)cc1)N(CC1CCCO1)C(=O)C1COc2ccccc2O1 (centres undefined) returned hIAP inh -24, TIM10 inh -11, NALP3 yeast inh 1, hIAP act 1.2, mIAP activ 1.1, tim10-1 inh -4, ATG4B inh 1, mIAP inh -12 and Apaf-1 inh -9.
Screening Cc1ccc(Nc2nc(C)cc(C)c2C(N)=O)cc1 returned hIAP inh -2, TIM10 inh 7, NALP3 yeast inh 1, hIAP act 1, mIAP activ 0.93, tim10-1 inh 5, ATG4B inh 1, mIAP inh 7 and Apaf-1 inh -3.
Screening CCN(CC)S(=O)(=O)c1ccc(-c2nnc(SCc3nnc(-c4ccc(C)cc4)o3)n2CC)cc1 returned hIAP inh -3, TIM10 inh 14, NALP3 yeast inh 15, hIAP act 1, mIAP activ 1, tim10-1 inh 19, ATG4B inh -15, mIAP inh 0 and Apaf-1 inh 12.
Screening CCCCCCc1ccc(N2C[C@H](C)[C@@H](CC(=O)NCc3ccccc3)C2=O)cc1 returned hIAP inh 10, TIM10 inh 10, NALP3 yeast inh 6, hIAP act 0.9, mIAP activ 1.2, tim10-1 inh 7, ATG4B inh 5, mIAP inh -22 and Apaf-1 inh 14.
For N#Cc1ccc(OCCN2CCc3ccccc3C2)cc1 the results were hIAP inh 4, TIM10 inh 9, NALP3 yeast inh 34, hIAP act 0.96, mIAP activ 0.96, tim10-1 inh 18, ATG4B inh 4, mIAP inh 4 and Apaf-1 inh 7.
`Cc1cccc(NC(=O)CN(CC2CCCO2)C(=O)c2oc3ccc(F)cc3c2C)c1C` (centres undefined) gave hIAP inh 10, TIM10 inh 5, NALP3 yeast inh 11, hIAP act 0.91, mIAP activ 0.9, tim10-1 inh 19, ATG4B inh -2, mIAP inh 10 and Apaf-1 inh 2.
Screening CC(C)NC(=O)NC(=O)CSc1nnc(-c2ccccc2F)n1N returned hIAP inh 3, TIM10 inh 5, NALP3 yeast inh 14, hIAP act 0.97, mIAP activ 0.93, tim10-1 inh 11, ATG4B inh 4, mIAP inh 7 and Apaf-1 inh -9.

The final three entries of the part before are carried over, then new ones follow.
For N#Cc1ccc(OCCN2CCc3ccccc3C2)cc1 the results were hIAP inh 4, TIM10 inh 9, NALP3 yeast inh 34, hIAP act 0.96, mIAP activ 0.96, tim10-1 inh 18, ATG4B inh 4, mIAP inh 4 and Apaf-1 inh 7.
`Cc1cccc(NC(=O)CN(CC2CCCO2)C(=O)c2oc3ccc(F)cc3c2C)c1C` (centres undefined) gave hIAP inh 10, TIM10 inh 5, NALP3 yeast inh 11, hIAP act 0.91, mIAP activ 0.9, tim10-1 inh 19, ATG4B inh -2, mIAP inh 10 and Apaf-1 inh 2.
Screening CC(C)NC(=O)NC(=O)CSc1nnc(-c2ccccc2F)n1N returned hIAP inh 3, TIM10 inh 5, NALP3 yeast inh 14, hIAP act 0.97, mIAP activ 0.93, tim10-1 inh 11, ATG4B inh 4, mIAP inh 7 and Apaf-1 inh -9.
`C=C(C)Cn1c(C2CC(=O)N(Cc3ccccc3)C2)nc2ccccc21` (centres undefined) gave hIAP inh -6, TIM10 inh 3, NALP3 yeast inh 18, hIAP act 1.1, mIAP activ 1.1, tim10-1 inh 30, ATG4B inh -3, mIAP inh -13 and Apaf-1 inh 4.
`CC1CN(C(=O)/C=C/c2ccc3c(c2)OCO3)CC(C)O1` (centres undefined) gave hIAP inh 4, TIM10 inh -9, NALP3 yeast inh 2, hIAP act 0.96, mIAP activ 1, tim10-1 inh 32, ATG4B inh -5, mIAP inh -1 and Apaf-1 inh -5.
`Nc1c(-c2ccccc2)c(CN2CCOCC2)nn1-c1ccc(C(=O)O)cc1` gave hIAP inh 19, TIM10 inh 6, NALP3 yeast inh -6, hIAP act 0.81, mIAP activ 0.93, tim10-1 inh 16, ATG4B inh -3, mIAP inh 7 and Apaf-1 inh 8.
`COc1ccc2[nH]cc(C(=O)CN3CCN(C4CCCCC4)CC3)c2c1` gave hIAP inh -15, TIM10 inh 12, NALP3 yeast inh 23, hIAP act 1.1, mIAP activ 1, tim10-1 inh 20, ATG4B inh -3, mIAP inh -4 and Apaf-1 inh 14.
Screening OC1(c2cccnc2)CCN(Cc2nnnn2C2CCCCC2)CC1 returned hIAP inh 12, TIM10 inh 9, NALP3 yeast inh 1, hIAP act 0.88, mIAP activ 1, tim10-1 inh -2, ATG4B inh -11, mIAP inh -2 and Apaf-1 inh 9.
Screening CN(C)c1nc(OCCNC(=O)Nc2ccccc2)nc(N2CCCCC2)n1 returned hIAP inh -19, TIM10 inh 16, NALP3 yeast inh 1, hIAP act 1.2, mIAP activ 1.5, tim10-1 inh 40*, ATG4B inh 6, mIAP inh -53 and Apaf-1 inh 24.
`COC(C[C@H]1O[C@H]1[C@H](O)[C@H](C)OCc1ccccc1)OC` gave hIAP inh 7, TIM10 inh -5, NALP3 yeast inh 17, hIAP act 0.93, mIAP activ 1, tim10-1 inh -16, ATG4B inh 10, mIAP inh -2 and Apaf-1 inh 2.
Cc1ccc(CNC(=O)CCCC(=O)O)cc1 was read as hIAP inh 1, TIM10 inh 5, NALP3 yeast inh 12, hIAP act 0.99, mIAP activ 0.84, tim10-1 inh -6, ATG4B inh 6, mIAP inh 16 and Apaf-1 inh -15.
`CC1C(=O)N2CCCc3cc(NC(=O)C(=O)NCc4ccc5c(c4)OCO5)cc1c32` (centres undefined) gave hIAP inh -8, TIM10 inh 10, NALP3 yeast inh 7, hIAP act 1.1, mIAP activ 1, tim10-1 inh 1, ATG4B inh 6, mIAP inh -4 and Apaf-1 inh 15.
Cc1ccc(NC(=S)N2CCC(NC(=O)c3ccco3)CC2)cc1C was read as hIAP inh 12, TIM10 inh -4, NALP3 yeast inh 16, hIAP act 0.88, mIAP activ 1, tim10-1 inh 8, ATG4B inh -7, mIAP inh -2 and Apaf-1 inh -1.
`CCc1nnc(NC(=O)C(CC)c2ccccc2)s1` (centres undefined) gave hIAP inh -9, TIM10 inh -8, NALP3 yeast inh 3, hIAP act 1.1, mIAP activ 1.1, tim10-1 inh -19, ATG4B inh -3, mIAP inh -12 and Apaf-1 inh 10.
Screening Cc1ccc(OCc2ccc(-c3ccccc3)cc2)c([N+](=O)[O-])n1 returned hIAP inh 3, TIM10 inh 7, NALP3 yeast inh 44, hIAP act 0.97, mIAP activ 0.89, tim10-1 inh 13, ATG4B inh 4, mIAP inh 11 and Apaf-1 inh 13.
`Cc1ccc(Oc2nnc(-c3cccs3)c3ccccc23)cc1C` gave hIAP inh -15, TIM10 inh 46*, NALP3 yeast inh 16, hIAP act 1.1, mIAP activ 0.89, tim10-1 inh 46*, ATG4B inh 14, mIAP inh 11 and Apaf-1 inh 23.
Screening CCOC(=O)N1CCC(NC(=O)C2=CCN(S(=O)(=O)c3ccc(F)cc3)CC2)CC1 returned hIAP inh -31, TIM10 inh 3, NALP3 yeast inh 6, hIAP act 1.3, mIAP activ 1.1, tim10-1 inh 3, ATG4B inh -6, mIAP inh -8 and Apaf-1 inh 0.
Cc1ccc(NC(=O)CN2CCc3ccccc3C2)cc1F was read as hIAP inh -15, TIM10 inh -11, NALP3 yeast inh 24, hIAP act 1.1, mIAP activ 1.1, tim10-1 inh -10, ATG4B inh 10, mIAP inh -9 and Apaf-1 inh 12.
Screening Cn1c(Cn2c(=O)sc3ccccc32)nnc1SCC(=O)NC1CCCCC1 returned hIAP inh -9, TIM10 inh 3, NALP3 yeast inh 24, hIAP act 1.1, mIAP activ 0.94, tim10-1 inh 2, ATG4B inh 0, mIAP inh 6 and Apaf-1 inh 1.
`N/C(COc1ccc(C(=O)O)cc1)=N\O` gave hIAP inh -2, TIM10 inh -1, NALP3 yeast inh 2, hIAP act 1, mIAP activ 1, tim10-1 inh -21, ATG4B inh 3, mIAP inh 0 and Apaf-1 inh -6.
`Cc1c(O)cc2c(c1O)C(=O)CC(c1ccccc1)O2` (centres undefined) gave hIAP inh 15, TIM10 inh 31, NALP3 yeast inh 0, hIAP act 0.85, mIAP activ 0.91, tim10-1 inh 38, ATG4B inh -17, mIAP inh 9 and Apaf-1 inh -6.
For CN(C(=O)COC(=O)c1ccc(C(C)(C)C)cc1)C1CCS(=O)(=O)C1 (centres undefined) the results were hIAP inh 21, TIM10 inh -5, NALP3 yeast inh 19, hIAP act 0.79, mIAP activ 0.95, tim10-1 inh 11, ATG4B inh -6, mIAP inh 5 and Apaf-1 inh -1.
CC(=O)NCCCc1nc2ccccc2n1Cc1ccccc1F was read as hIAP inh -11, TIM10 inh -3, NALP3 yeast inh 14, hIAP act 1.1, mIAP activ 1.1, tim10-1 inh 21, ATG4B inh 27, mIAP inh -9 and Apaf-1 inh -10.
CCc1cccc(CC)c1NC(=O)CN1CCN(S(=O)(=O)c2ccccc2)CC1 was read as hIAP inh 2, TIM10 inh 5, NALP3 yeast inh -7, hIAP act 0.98, mIAP activ 1.1, tim10-1 inh 13, ATG4B inh 8, mIAP inh -8 and Apaf-1 inh 7.
Screening O=C(Cn1cnc2ccccc2c1=O)NCCC(=O)Nc1ccccc1C(F)(F)F returned hIAP inh -8, TIM10 inh -17, NALP3 yeast inh 8, hIAP act 1.1, mIAP activ 1, tim10-1 inh 2, ATG4B inh 6, mIAP inh -3 and Apaf-1 inh 6.
`COc1ccc(NC(=O)C2OC3OC(C)(C)OC3C3OC(C)(C)OC23)cc1` (centres undefined) gave hIAP inh -14, TIM10 inh -4, NALP3 yeast inh 4, hIAP act 1.1, mIAP activ 0.98, tim10-1 inh 7, ATG4B inh 2, mIAP inh 2 and Apaf-1 inh -7.
Screening COCCCn1c(=S)[nH]c2sc3c(c2c1=O)CCCC3 returned hIAP inh 6, TIM10 inh 9, NALP3 yeast inh 14, hIAP act 0.94, mIAP activ 0.96, tim10-1 inh 5, ATG4B inh -3, mIAP inh 4 and Apaf-1 inh 15.

Assay outcomes: PubChem, Sanford-Burnham Center for Chemical Genomics
